Shiga inhibitor: inhibitors of Shiga toxin in Vero cells; inhibition, % at 38.7 µM; 9.2% of 290,000 active; AID 2315; Vero cells, Shiga toxin protein synthesis inhibition reporter; in the data active = inhibition mostly above about 28%, no sharp cut-off; inactive = mostly below about 43%; note: 0% is about no effect
Pf growth 96h: inhibits malaria parasite growth, 96 h; Potency, µM (doses to about 28.7 µM), for inactives: at the top dose activity change, negative = inhibition, actives largely listed as inhibitors; 6.9% of 320,000 active; P. falciparum luciferase reporter growth, 96 h; note: potency is the fitted concentration of half-maximal effect; % is set by controls: 0 for no effect and ±100 for the full control effect
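P. falciparum expressing integrated firefly luciferase grown in erythrocytes (2% hematocrit, 0.05% parasitemia final) with compounds for 96 hours at 37 C, 5% CO2. Growth inhibition read as loss of luminescence after adding luciferase detection reagent.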
Pf growth 48h: inhibits P. falciparum growth in the first generation, 48 h. P. falciparum luciferase growth in erythrocytes, 48 h. Potency, µM (highest dose often 28.7 µM), for inactives: top-dose activity change, negative = inhibition, hits mostly inhibitors. 5.9% of 310,000 active. AID 504832; note: potency is the fitted concentration of half-maximal effect; % is set by controls: 0 for no effect and ±100 for the full control effect
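Luciferase-expressing parasites in RBCs, 2% Hct / 0.1% parasitemia final; RPMI 1640 + 0.5% Albumax; 37 C, 5% CO2, one generation; luminescence read-out, lower signal = inhibition.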
TbPYK inhibitor: T. brucei pyruvate kinase inhibition; TbPYK enzyme, Kinase-Glo Plus ATP luminescence, 45 min; Potency, µM (doses to about 76.8 µM), for inactives: top-dose activity, negative = inhibition, hits mostly inhibitors; Q57TT1; AID 624173; 0.12% of 410,000 active; note: potency is the fitted concentration of half-maximal effect; % is set by controls: 0 for no effect and ±100 for the full control effect; nearly all actives have a fitted effect of over 50% in size
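Readout: single end-point luminescence (Kinase-Glo Plus, 10 min). Reaction conditions were TbPYK/substrate plus 130 uM ADP, 45 min at RT, pH 7.2 TEA buffer. No-enzyme wells served as controls, and data were normalized before concentration-response fitting.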
HCV inh: blocks hepatitis C virus; Potency, µM (top dose mostly 41.8 µM), for inactives: at the top dose activity change, negative = inhibition, hits mostly inhibitors; Huh7.5.1 HCVcc-Cre infection, luciferase reporter, 44 h; 3.4% of 340,000 active; note: potency is the fitted concentration of half-maximal effect; % is set by controls: 0 for no effect and ±100 for the full control effect
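Seed cells (1,000/well) for 4 h; treat with compound and infect with HCVcc-Cre, moi about 0.5. Incubate 44 h, then detect luciferase activity.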
Cycloheximide cs: counter-screen for Shiga toxin inhibitors: cycloheximide protein synthesis inhibition | cell reporter, cycloheximide protein synthesis inhibition counterscreen | max response, % | 12% of 300,000 active | AID 2314; in the data active = max response mostly above about 13%, no sharp cut-off; inactive = mostly below about 14%; note: read at 38.3 µM for the half of the compounds with a filed dose; 0% is about no effect
LmPK inh: blocks Leishmania mexicana pyruvate kinase activity | Q27686 | purified LmPK, Kinase-Glo ATP luminescence, 1 h | Potency, µM (titrated, usually from 57.5 µM), without a hit: top-dose activity change, negative = inhibition, actives largely listed as inhibitors | 0.37% of 290,000 active | AID 1721; note: potency is the fitted concentration of half-maximal effect; % is set by controls: 0 for no effect and ±100 for the full control effect
Target sequence (Q27686 whole entry, looked up): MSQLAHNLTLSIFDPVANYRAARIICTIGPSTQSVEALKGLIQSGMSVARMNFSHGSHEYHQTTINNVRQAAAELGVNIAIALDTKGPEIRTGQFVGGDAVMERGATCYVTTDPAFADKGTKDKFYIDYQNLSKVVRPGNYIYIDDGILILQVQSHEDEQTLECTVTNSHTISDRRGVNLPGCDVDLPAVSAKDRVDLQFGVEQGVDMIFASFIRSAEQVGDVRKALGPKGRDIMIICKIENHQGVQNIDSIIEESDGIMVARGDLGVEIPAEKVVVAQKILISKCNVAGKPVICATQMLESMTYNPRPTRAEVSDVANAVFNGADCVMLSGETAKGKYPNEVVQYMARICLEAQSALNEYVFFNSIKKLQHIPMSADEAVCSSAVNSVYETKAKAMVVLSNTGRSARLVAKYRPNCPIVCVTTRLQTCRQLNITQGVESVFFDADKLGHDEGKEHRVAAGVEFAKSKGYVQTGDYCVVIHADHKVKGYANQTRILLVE
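In 50 mM imidazole pH 7.2 with 7 mM MgCl2, LmPK (0.1 nM) turned over PEP (0.5 mM) and ADP (0.1 mM) for 1 h at room temperature. Luciferase read-out of ATP.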
Starred values were filed as active, the others as inactive; ? = inconclusive; · = no result given; [ ] = another dose, or the depositor's remark. Unless noted, calls come from the whole dose curve; as a rule, active = well fitted curve in the direction sought with a large enough effect; inconclusive = small, poorly fitted or top-dose-only effect, or another doubt; inactive = no such curve, though single readings can be large; an effect the other way counts as inactive or inconclusive.

SMILES	Shiga inhibitor	Pf growth 96h	Pf growth 48h	TbPYK inhibitor	HCV inh	Cycloheximide cs	LmPK inh
CCOC(=O)Cn1c(=O)oc2cc(S(=O)(=O)N3CCc4ccccc43)ccc21	-13	13µM*	·	2%	3%	-3	11%
CCN(CC)S(=O)(=O)c1ccc(OC)c(NC(=O)CC2CCCC2)c1	-7	?	?	-4%	9%	-1	0%
O=C(c1ccco1)N1CCN(CCOCCOc2cccc3ccccc23)CC1	-7	12µM*	·	0%	-27%	-6	4%
Cc1cc(C)nc(NC(=O)c2c(Cl)cccc2Cl)n1	-1	42%[activator]	44%[activator]	4%	-5%	-2	1%
Clc1ccccc1Oc1cnc2ccccc2n1	22	-21%	2.6µM*	-6%	7%	16	1%
COCCNC(=O)C(C)N1c2cccc3cccc(c23)S1(=O)=O (stereo unspecified)	-5	-24%	-2%	1%	-11%	-1	7%
c1ccc(COc2ccc3nocc3c2)cc1	·	0%	29%	-24%	2%	·	·
Cc1cc(C)c(C)c(S(=O)(=O)N2CCC(C(=O)NNC(=O)c3ccccc3O)CC2)c1C	·	3%	8%	-1%	7.1µM*	·	·
CCC1(C)SC(N)=NN1C(C)=O (stereo unspecified)	-7	15%	0%	2%	12%	-1	1%
COc1ccc(NC(=O)c2ccc(-c3nn(C)c(=O)c4ccccc34)cc2)cc1C(N)=O	-13	-4%	?	4%	1%	1	3%
Cn1nnc2cc(C(=O)N3CCC(c4ccccc4)C3)ccc21 (stereo unspecified)	27*	-6%	19%	3%	3%	10*	2%
Cc1ccc(S(=O)(=O)N2CCCC2)cc1C(=O)O	-8	·	28%	-3%	13%	1	0%
Nc1nnnn1/N=C/c1ccccn1	-12	6.6µM*	27%	-5%	8%	-1	-4%
COc1ccc(OCC(=O)NC(=S)Nc2ccccc2F)cc1	22	57%[activator]	14%	2%	3%	-2	1%
CCN1CCN(C(=S)Nc2ccc([N+](=O)[O-])cc2)CC1	17	12%	19%	-10%	-14%	21*	4%
Cn1c(-c2sc3ccccc3c2Cl)n[nH]c1=S	3	-2%	·	?	14%	9	?
COc1cccc(OC)c1C(=O)Nc1ccc2c(c1)OCCO2	25	15%	21%	7%	12%	-3	1%
CC1(c2ccccc2)NC(=O)N(N)C1=O (stereo unspecified)	6	27%	16%	4%	5%	-5	-8%
O=C(CSc1nnc(-c2cccs2)o1)Nc1cccc(S(=O)(=O)N2CCCCC2)c1	-4	15µM*	?	12%	1%	-3	2%
c1ccc(C(c2ccccn2)c2ccccn2)cc1	29	?	?	-3%	0%	-2	0%
COc1ccccc1OCC(=O)Nc1ccc2c(c1)C(=O)N(CC1CCCO1)C2=O (stereo unspecified)	24	42%[activator]	-17%	4%	11%	1	-2%
COc1cccc(CNC(=O)C(CC(C)C)NC(=O)c2ccccc2C)c1 (stereo unspecified)	-9	-14%	·	6%	?	2	0%
O=c1[nH]c(Cc2ccccc2Cl)nc2ccccc12	-3	9.3µM*	11%	2%	1%	8	0%
CCN1CCC(C(=O)NC2CCCC2)(N(Cc2cccs2)C(=O)Cn2nnc3ccccc32)CC1	12	·	30%[activator]	·	·	-1	12%
COC(=O)c1cccc(N(C(=O)c2ccco2)C(C(=O)NC2CCCC2)c2ccc(N3CCOCC3)cc2)c1 (stereo unspecified)	-3	32%[activator]	10µM*	-5%	4%	-3	-1%
CC(C)CC(=O)NC(c1ccccc1Cl)c1c(O)ccc2ccccc12 (stereo unspecified)	-3	-98%	?	1%	?	-2	3%
O=C(CNC(=O)c1ccc(Br)o1)NC12CC3CC(CC(C3)C1)C2	8	-2%	5%	3%	0%	12	-7%
COC(=O)C1=C(N)Oc2cc(C)n(CCCn3ccnc3)c(=O)c2C1c1ccc(Cl)cc1 (stereo unspecified)	-11	4.7µM*	3.3µM*	1%	-11%	-2	-3%
Cc1ccc(-n2nc3c(=O)n(CCCC(=O)NCC(C)c4ccccc4)nc(C)c3c2C)cc1 (stereo unspecified)	22	6%	?	-1%	22µM*	5	6%
COC(=O)c1sccc1NC(=O)c1ccc(Br)o1	2	30%[activator]	16%	-4%	?	-3	5%
COc1ccc(-c2noc(Cc3cccs3)n2)cc1	82*	45%[activator]	106%[activator]	13%	?	32*	-1%
COc1ccc(Nc2nc(NCc3ccco3)nc(N/N=C/c3ccccc3)n2)cc1	10	128%[activator]	1.9µM*	-4%	-21%	12	1%
COc1cc(CNCCNC(=O)c2nonc2N)ccc1OCc1ccc(Cl)nc1	3	?	?	-11%	-28%	4	3%
O=C(COc1ccc(F)cc1F)N1CCCCCCC1	3	0%	1%	0%	-3%	5	3%
O=C(NCCc1c[nH]c2ccc(Cl)cc12)c1ccc([N+](=O)[O-])cc1	7	-57%	1%	0%	?	10	2%
O=C(Nc1ccccc1C(=O)N1CCOCC1)c1cccc(S(=O)(=O)N2CCCC2)c1	13	75%[activator]	2%	5%	3%	-3	4%
CC(=O)N1C(=O)CC(C)N(C(C)=O)c2ccc([N+](=O)[O-])cc21 (stereo unspecified)	-8	-24%	3%	-5%	8%	-6	-2%
CN(C)c1ccc(/C=C/c2nc3ccccc3c(=O)n2CCO)cc1	17	?	?	3%	?	10	2%
CCCNS(=O)(=O)c1ccc(CCC(=O)NCc2ccco2)cc1	-12	?	-14%	-18%	7%	-2	5%
CC1(C)N=C(N)N=C(N)N1c1cccc(CN)c1	21	0.93µM*	0.83µM*	-6%	13%	-2	-2%

4 of these compounds, reformatted:
> COc1ccc(Nc2nc(NCc3ccco3)nc(N/N=C/c3ccccc3)n2)cc1
  Shiga inhibitor = 10 | Pf growth 96h = 128%[activator] | Pf growth 48h = 1.9µM* | TbPYK inhibitor = -4% | HCV inh = -21% | Cycloheximide cs = 12 | LmPK inh = 1%
> O=c1[nH]c(Cc2ccccc2Cl)nc2ccccc12
  Shiga inhibitor = -3 | Pf growth 96h = 9.3µM* | Pf growth 48h = 11% | TbPYK inhibitor = 2% | HCV inh = 1% | Cycloheximide cs = 8 | LmPK inh = 0%
> CC(=O)N1C(=O)CC(C)N(C(C)=O)c2ccc([N+](=O)[O-])cc21 (stereo unspecified)
  Shiga inhibitor = -8 | Pf growth 96h = -24% | Pf growth 48h = 3% | TbPYK inhibitor = -5% | HCV inh = 8% | Cycloheximide cs = -6 | LmPK inh = -2%
> COc1cccc(CNC(=O)C(CC(C)C)NC(=O)c2ccccc2C)c1 (stereo unspecified)
  Shiga inhibitor = -9 | Pf growth 96h = -14% | Pf growth 48h = · | TbPYK inhibitor = 6% | HCV inh = ? | Cycloheximide cs = 2 | LmPK inh = 0%

Continued.
SMILES	Shiga inhibitor	Pf growth 96h	Pf growth 48h	TbPYK inhibitor	HCV inh	Cycloheximide cs	LmPK inh
COC(=O)CSc1nc2nc(C)c(Br)cc2[nH]1	9	·	14%	0%	17%	1	0%
CCC1=C(C)C(N2CCOCC2)=NP(N2CCOCC2)(N2CCOCC2)=N1	-13	?	1%	-10%	8%	-1	6%
O=C(CN1C(=O)C2C3C=CC(C3)C2C1=O)Nc1nc(SCc2ccc(Cl)cc2)n[nH]1 (stereo unspecified)	-3	16%	17%	3%	-9%	-1	5%
CC1(C)CC(NC(=O)c2cc(COc3cccc(C(F)(F)F)c3)on2)CCO1 (stereo unspecified)	48*	?	3%	1%	?	29*	0%
COC1Cc2ccccc2N(C(=O)N2CCN(CCO)CC2)c2ccccc21 (stereo unspecified)	-6	?	?	3%	11%	-1	-5%
O=[N+]([O-])c1cccc(-c2c(-c3ccccc3)ncc3cc(F)ccc23)c1	·	?	?	-2%	?	·	·
COc1ccc2oc(C(=O)Nc3ccc(S(=O)(=O)N(C)C4CCN(C)CC4)cc3)c(C)c2c1	-25	?	5.9µM*	3%	11µM*	-8	-11%
COc1ccc(-c2ccnc(SCC(=O)N3CCOCC3)n2)cc1	20	3%	17%	2%	9%	2	-1%
O=C(NCCc1c[nH]c2ccccc12)c1cnccn1	38*	96%[activator]	78%[activator]	5%	2%	23	-5%
Cc1nc(CCNC(=O)c2ccccc2)cs1	17	43%[activator]	26%	-4%	8%	17*	1%
Cc1c(Cl)c([N+](=O)[O-])nn1CC(=O)NCc1ccco1	-22	1.5µM*	12%	-8%	12%	-5	-4%
Cn1c(=O)c2c(nc(N/N=C/c3c(O)n(C4CCCCC4)c(=S)[nH]c3=O)n2C)n(C)c1=O	-7	?	?	-27%	10%	-3	-8%
COc1ccccc1C(=O)NCCC(=O)N1CCN(c2ccccc2O)CC1	·	?	12µM*	-1%	7%	·	·
COc1ccc(C(=O)N=C2SC3CS(=O)(=O)CC3N2Cc2ccccc2)cc1OC (stereo unspecified)	1	?	?	-3%	-3%	7	7%
COc1ccc(NCC(=O)N/N=C2\CCc3ccccc32)cc1	66*	?	?	5%	-1%	29*	2%
CCCC(=O)OCC(=O)c1[nH]c(C)c(C(C)=O)c1C	49	-5%	?	-19%	19%	35*	-11%
CC(=O)c1c(N2CCN(C(=O)C3CCCO3)CC2)nc(=S)n(-c2ccccc2)c1C (stereo unspecified)	14	-12%	10%	2%	-1%	1	-3%
O=C(CN1CCN(c2ccccn2)CC1)Nc1ccc(OCc2ccccc2)cc1	-11	?	-18%	-3%	-15%	9	4%
COCCn1c(C)cc(C(=O)CSc2nc(C)c(C)c(C)n2)c1C	24	?	-26%	-24%	-5%	11	11%
CCc1ccc(/C=N/NC(=O)c2cc(-c3ccncc3)nc3ccccc23)s1	9	?	?	3%	?	-5	3%
Cc1cccc(Nc2nc3c(S(=O)(=O)c4ccccc4)nnn3c3ccccc23)c1	-9	1%	?	-1%	?	-3	1%
CCCCOC(=O)Nc1nnc(CC(=O)NCc2ccccc2)s1	-14	-9%	2%	3%	-6%	-3	-4%
